Source: PubChem (National Center for Advancing Translational Sciences (NCATS))
Imprint erasure: genomic imprint erasure induction; mouse ES Peg3-LacZ reporter, beta-gal luminescence, 40 h; Potency, µM (titrated, usually from 60.7 µM), for inactives: at the top dose activity change, positive = activation, most hits filed as activators; actives 0.02% (n = 110,000); AID 1948;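 note: 0% = negative control wells on the plate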
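Readout: BetaGlo luminescence (5 min, room temp) for LacZ from the normally silent maternal Peg3 allele in female Peg3LacZ-Neo ES cells. Cells 300/well, 40 h, 37C, 5% CO2. Data normalized per plate to negative controls.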
p53ts 32C kill: kills p53ts cells at the permissive temperature. Potency, µM (top dose mostly 46.1 µM), inactives show top-dose activity change, negative = cytotoxicity, usual class: cytotoxic. H1299-p53A138V at 32C, ATP luminescence viability, 24 h. AID 924. actives 0.93% (n = 130,000);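 note: 0% = DMSO and -100% = full killing by reference compound; nearly all actives have a fitted effect of over 55% in size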
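H1299-p53 A138V cells (temperature-sensitive p53) exposed 24 h to up to 46 uM compound at 32C, where p53 is wild-type in conformation. Viability read as ATP luminescence and normalised to DMSO and 100 uM tamoxifen. AC50 fitted with the Hill equation.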
IkB signaling: suppresses IkB signaling in ABC-DLBCL reporter cells | Potency, µM (highest dose often 57.1 µM), inactives show at the top dose IkBa stabilization activation | AID 445 | actives 0.04% (n = 110,000) | ABC-DLBCL IkBa-CBG/CBR dual luciferase ratio, 4 h; response scale: scaled: untreated 0%, proteasome inhibitor 100%; active = well fitted curve in the direction sought with a large enough effect in the signal ratio, not every such curve was filed as active; inconclusive = small, poorly fitted or top-dose-only effect, or a change in a side signal; the % refers to the signal ratio;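 note: the direction sought is a rising ratio; 0% = basal untreated cells and 100% = reference inhibitor full response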
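Curves were fitted separately to fusion (green), unfused (red) and ratio luminescence, then classed by r2, magnitude and activity. Cells: OCI-Ly3, 4 h compound plus doxycycline at 37C; 10 uM MG-132 defined full response.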
p53ts 39C tox: cytotoxicity in p53ts cells at nonpermissive temperature; actives 1.5% (n = 130,000); H1299-p53A138V viability at 39C, ATP luminescence, 24 h; Potency, µM (top dose mostly 46.1 µM), for the others: at the highest dose activity change, negative = cell killing, usual class: cytotoxic; note: nearly all actives have a fitted effect of over 55% in size
Numbers without * were called inactive; ? = inconclusive; · = not tested or not shown; & = joins results of further samples; [ ] = another dose, or the depositor's remark. Unless noted, calls come from the whole dose curve; as a rule, active = well fitted curve in the direction sought with a large enough effect; inconclusive = small, poorly fitted or top-dose-only effect, or another doubt; inactive = no such curve, though single readings can be large; an effect the other way counts as inactive or inconclusive. Unless noted, % is set by controls: 0 for no effect and ±100 for the full control effect; potency is the fitted concentration of half-maximal effect.

SMILES	Imprint erasure	p53ts 32C kill	IkB signaling	p53ts 39C tox
CC(C)CSc1nnc(-c2ccccc2)c(-c2ccccc2)n1	-16%[10.9 µM]	4%	-0.8%	1%
Cc1c(Cl)cccc1NC(=O)Cn1cnc2nc3c(cc2c1=O)CCCC3	-3%[10.9 µM]	-9%	-0.7%	-14%
Cc1ccc(-c2nc(CS(=O)CC(=O)N3CCN(c4ncccn4)CC3)c(C)o2)cc1 (configuration not stated)	-14%	6%	1.0%	-1%
COc1cc(NC(=O)Cn2nc(C(F)(F)F)c3c2CCCC3)c(OC)cc1Cl	-6%[10.9 µM]	-12%	?	?
O=C(c1ccc2snnc2c1)N1CCN(c2ccccn2)CC1	-4%	15%	-0.7%	4%
CCn1nc(C(=O)Nc2ccc(S(=O)(=O)Nc3nccs3)cc2)c2ccccc2c1=O	-13%	-9%	2.5%	-17%
CCOC(=O)c1c(Nc2ccccc2N)cc(C)nc1C	-4%	3%	-3.3%	4%
CCC(=O)N1CCc2cc(Br)cc(S(=O)(=O)N3CCN(c4cc(C)ccc4C)CC3)c21	8%[10.9 µM]	-8%	1.9%	11%
COc1ccc(CC(=O)NCCc2sc(-c3ccc(Cl)cc3)nc2C)cc1OC	-12%[10.9 µM]	-2%	0.5%	-21%
CS(=O)(=O)N1CCC2(CC1)CN(C(=O)Nc1cccc(C#N)c1)C2	·	6%	-0.3%[11.4 µM]	3%
CC(C)c1ccc(N2C(=O)[C@@H]3Cc4ccccc4CN3C2=O)cc1	-17%	-1%	-3.3%	-3%
COc1cc(C(CC(=O)NCc2ccccc2)N2Cc3ccccc3C2=O)cc(OC)c1OC (configuration not stated)	9%[10.9 µM]	5%	2.1%	-10%
CCOC(=O)CC(NS(=O)(=O)c1ccc2[nH]c3c(c2c1)CCCC3)c1ccccc1Cl (configuration not stated)	-14%[10.9 µM]	32%[activator]	-0.4%	13µM*
CCOC(=O)c1ccc(NC(=O)CSc2nnc(CNC(=O)c3ccc(OC)cc3)n2CC)cc1	-8%[10.9 µM]	?	?	?
CN(C)C(=O)c1ccc(-c2cncnc2NCCc2cnc[nH]2)cc1	-3%	10%	-2.4%[11.4 µM]	3%
Cc1ccc2oc(=O)c3cnn(CC(=O)NCCC(C)C)c3c2c1	-9%	4%	1.0%	4%
CCOc1ccc(NC(=O)c2c(NC(=O)c3ccccc3Br)sc3c2CCC(C)C3)cc1 (configuration not stated)	-9%[10.9 µM]	-4%	20%	-19%
Cn1c(=O)c2c(nc(Oc3ccc4c(c3)OCO4)n2Cc2ccc(Cl)cc2)n(C)c1=O	-11%	2%	-0.1%	5%
COc1ccc(NS(=O)(=O)c2ccc(N3CCCCS3(=O)=O)cc2)cc1Cl	-22%[10.9 µM]	9%	?	-13%
Cc1ccc(C2NC(=O)c3c(sc4c3CCN(C)C4)N2)s1 (configuration not stated)	-5%	-7%	-1.2%	-2%
Fc1ccccc1C1=NC(c2ccc(C(F)(F)F)cc2)=Nc2ccccc2N1	-10%[10.9 µM]	9%	0.2%	-12%
Cc1nn(-c2ccc(N3CCOCC3)nn2)c(C)c1CCC(=O)NCc1ccc(Cl)cc1	-7%[10.9 µM]	2%	-0.3%	7%
CC1(C)CC2CC(C)(CN2C(=O)COC(=O)c2ccc(Cl)cc2N)C1 (configuration not stated)	-17%	-4%	-0.1%	-14%
CCOc1ccc(CNC(=O)c2nn(-c3ccc(OC)cc3)c(=O)c3c2c2ccccc2n3C)cc1	10%[10.9 µM]	8%	1.6%	26%
CCc1cc2c(NCc3ccco3)ncnc2s1	-14%	2%	?	-10%

Entries of single compounds from above. Values in the order: Imprint erasure	p53ts 32C kill	IkB signaling	p53ts 39C tox
Results for COc1ccc(NS(=O)(=O)c2ccc(N3CCCCS3(=O)=O)cc2)cc1Cl → -22%[10.9 µM]	9%	?	-13%
Results for Cc1nn(-c2ccc(N3CCOCC3)nn2)c(C)c1CCC(=O)NCc1ccc(Cl)cc1 → -7%[10.9 µM]	2%	-0.3%	7%
Results for CCOC(=O)c1ccc(NC(=O)CSc2nnc(CNC(=O)c3ccc(OC)cc3)n2CC)cc1 → -8%[10.9 µM]	?	?	?
Results for CC(C)CSc1nnc(-c2ccccc2)c(-c2ccccc2)n1 → -16%[10.9 µM]	4%	-0.8%	1%
Results for Cc1ccc(C2NC(=O)c3c(sc4c3CCN(C)C4)N2)s1 (configuration not stated) → -5%	-7%	-1.2%	-2%

The list goes on.
SMILES	Imprint erasure	p53ts 32C kill	IkB signaling	p53ts 39C tox
CCC1CN(C(=O)C2CCN(S(=O)(=O)c3c(C)noc3/C=C/c3ccc(C)cc3)CC2)c2cc(C)ccc2O1 (configuration not stated)	-12%[10.9 µM]	-4%	0.0%	-1%
O=C(Nc1ccc(Cl)cc1)N1CCC(c2nc(-c3ccc(F)cc3)no2)CC1	-10%	5%	?	-6%
COc1ccccc1C1C=C(c2ccc(C(C)C)cc2)Nc2nnnn21 (configuration not stated)	-12%[10.9 µM]	6%	?	-28%
CCOc1ccc2nc(NCCNS(=O)(=O)c3ccccc3)c(C#N)cc2c1	-10%	-4%	-0.9%	2%
CCN(CC)C(=O)CN1C(=O)C2CC=C(Cl)CC2C1=O (configuration not stated)	1%	5%	0.2%	-9%
O=C(NCc1ccccc1)[C@H]1C[C@@H]1[C@H](NP(=O)(c1ccccc1)c1ccccc1)c1ccccc1	-11%	4%	·	-10%
CCOC(=O)c1cc(NC(=O)c2cc(C)on2)cc(C(=O)OCC)c1	-19%	9%	-4.0%	13%
CC(=O)N1CCC[C@@]2(CCN(Cc3nccs3)C2)C1	·	2%	-1.1%[11.4 µM]	9%
CCN(CCCNC(=O)CN1N=C(c2ccc(OC)cc2)CCC1=O)c1cccc(C)c1	-12%[10.9 µM]	-9%	?	-21%
CCN(CC)c1ccc(C=N/C(C#N)=C(\N)C#N)cc1	-13%	-16%	-0.4%	-22%
CCSc1nnc(-c2cccc(S(=O)(=O)N(CC)CC)c2)n1Cc1ccccc1	-10%	-1%	?	-7%
CC(C)(C)n1nc2c(c1NC(=O)c1ccco1)CS(=O)C2 (configuration not stated)	4%	-4%	-0.9%	-3%
COc1ccc(C(=O)CSc2nnc(-c3ccccc3)o2)cc1	5%	4%	0.0%	1%
COc1ccccc1N1CCN(C(c2ccc(C)cc2)c2nnnn2C(C)C)CC1 (configuration not stated)	-10%	11%	1.4%	-1%
CCCC(=O)c1cc(-c2nc3ccccc3n2C)n(C)c1	-9%	8%	0.3%	12%
O=c1c(-c2ccccc2)nc2cncnc2n1-c1ccccc1	?	-1%	5.2%[11.4 µM]	2%
COc1ccccc1C(=O)Nc1nnc(S(=O)(=O)N2CCCCC2)s1	1%[10.9 µM]	-10%	0.1%	-5%
Nc1ccccc1C(=O)Nc1cccc(C(=O)O)c1	-91%[inhibitor]	-25%	?	-18%
COc1ccc(-c2noc(CN(C)S(=O)(=O)c3ccc(Cl)cc3)n2)cc1OC	-12%	-12%	?	7%
CC(C)(C)OC(=O)N1CCC(c2c(C(=O)N3CCN(C(=O)c4ccco4)CC3)cnn2-c2ccc(F)cc2F)CC1	9%[10.9 µM]	10%	1.8%	-15%
Cc1cc(C)n(-c2nc3ccccc3c(=O)n2OC2CCCCC2)n1	-7%	6%	-1.5%	2%
COc1ccc(NC(=O)CN(C)S(=O)(=O)c2cnc[nH]2)cc1	-3%[10.9 µM]	-11%	?	-3%
Cc1ccc(C(=O)CSc2nc(-c3ccccc3)nc3c2CCCC3)c(C)c1	3%[10.9 µM]	3%	?	3%
CCCN(Cc1cccs1)C(=O)Nc1ccc(OCC)cc1	-8%[10.9 µM]	7%	2.7%	-11%
O=C(C1COc2ccccc2O1)N(Cc1cccnc1)c1nc2c(F)cc(F)cc2s1 (configuration not stated)	6%[10.9 µM]	-4%	?	-17%

A draw from above in order of SMILES length, descending:
SMILES	Imprint erasure	p53ts 32C kill	IkB signaling	p53ts 39C tox
O=C(NCc1ccccc1)[C@H]1C[C@@H]1[C@H](NP(=O)(c1ccccc1)c1ccccc1)c1ccccc1	-11%	4%	·	-10%
COc1ccc(NC(=O)CN(C)S(=O)(=O)c2cnc[nH]2)cc1	-3%[10.9 µM]	-11%	?	-3%
CC(C)(C)n1nc2c(c1NC(=O)c1ccco1)CS(=O)C2 (configuration not stated)	4%	-4%	-0.9%	-3%

Continued:
SMILES	Imprint erasure	p53ts 32C kill	IkB signaling	p53ts 39C tox
COc1ccc(C)cc1NC(=O)CN1CCN(S(=O)(=O)c2ccc(C(C)C)cc2)CC1	-13%	-1%	0.2%	-2%
CCSc1nnc2c(n1)OC(c1sccc1C)N(C(C)=O)c1ccccc1-2 (configuration not stated)	-7%[10.9 µM]	4%	?	-12%
CC(=O)OCC1OC(C#Cc2ccccc2)C=CC1OC(C)=O (configuration not stated)	·	8%&5%[9.22 µM]	·	-3%&-10%[9.22 µM]
Cc1ccc(CN2COc3ccc4c(C)cc(=O)oc4c3C2)cc1	-8%[10.9 µM]	1%	-0.2%	20%
Nn1c(SCC(=O)NC(=O)NC2CCCC2)nnc1-c1ccccc1F	-14%	3%	0.6%	-7%
CCN1CCN(Cc2nc3c(c(=O)[nH]c(=O)n3C)n2Cc2ccccc2Cl)CC1	-8%	5%	-0.3%	34%
O=C(NCc1ccccc1F)C(=O)NCC(c1ccco1)S(=O)(=O)c1cccs1 (configuration not stated)	6%[10.9 µM]	-2%	0.0%	1%
CCc1ccc(NCc2cc3ccc(OC)cc3n(CC(=O)Nc3ccc(C(C)C)cc3)c2=O)cc1	-8%[10.9 µM]	3%	-2.4%	-18%
CCCC(=O)c1ccc(N2CCN(C(=O)OCC)CC2)c(F)c1	-14%	5%	2.0%	5%
CCc1ccccc1NC(=O)NCc1ccc2c(c1)CCN2C(=O)c1ccccc1	-7%[10.9 µM]	-5%	0.9%	-13%
Cn1c(=O)c2c(nc(CN3CCc4ccccc4C3)n2Cc2ccc(F)cc2)n(C)c1=O	-19%	10%	-4.6%	22%
CCOc1ccc(C(=O)NCc2ccncc2)cc1	-14%	-1%	-0.5%	0%
COc1ccc(-n2ccn(CC(=O)Nc3ccccc3C(F)(F)F)c(=O)c2=O)cc1OC	-16%[10.9 µM]	-3%	0.3%	3%
COc1cccc(Cn2c(NCC(C)C)nc3c2c(=O)n(C)c(=O)n3C)c1	·	4%	·	21%
CC1CCCC(C)N1C(=O)CSc1nnc(CSc2ncccn2)n1C (configuration not stated)	-2%	4%	-0.5%	1%
CCCCn1c(SCC(=O)Nc2cc(C)on2)nc2c1c(=O)n(C)c(=O)n2C	5%	-2%	-1.3%	-1%
CCOC(=O)C1C(=O)C=C(/C=C/c2ccc(N(C)C)cc2)CC1c1ccccc1 (configuration not stated)	·	-13%	·	139%
O=C(CSCn1nnc2c(=O)[nH]c(Cc3ccc(F)cc3)nc21)Nc1ccccc1	-5%[10.9 µM]	4%	-0.9%	17%
Cc1cc(C)cc(N2C(=O)CSC23C(=O)N(Cc2c(F)cccc2Cl)c2ccccc23)c1 (configuration not stated)	-6%[10.9 µM]	25%	?	5%
CCCCN(CCCC)C(=O)CSc1nnc(-c2cc(OC)c(OC)c(OC)c2)o1	-26%	-2%	?	4%
COCCNC(=O)Cn1nc(-c2ccccc2)c2ccccc2c1=O	-13%[10.9 µM]	6%	?	10%
O=C(NCc1cccs1)C1CC(c2ccccc2O)=NO1 (configuration not stated)	6%	-13%	?	-6%
CCn1c2ccccc2c2nnc(N3CCN(c4cccc(C)c4C)CC3)nc21	-15%[10.9 µM]	18%	?	3%
Cc1cccc(-c2noc(CN(C(C)C)S(=O)(=O)c3ccc(Br)cc3)n2)c1	-11%[10.9 µM]	9%	-1.6%	-18%
CCOC(=O)c1nnn(-c2nonc2N)c1CNC(C)C	-2%	7%	0.7%	16%
COCCn1c(=O)cnc2cnc(Oc3ccccc3)nc21	7%	1%	0.1%[11.4 µM]	-5%
CC(C)CC(N=C1NC(C)(C)Cc2ccccc21)C(=O)O (configuration not stated)	·	-11%	·	9%
O=C(Oc1cccc2cccnc12)c1ccc(Br)o1	-27%	-6%	-1.3%	6%
Cc1ccccc1Cn1nnc2c(=O)[nH]c(C3CCN(C(=O)c4ccccc4)CC3)nc21	-6%[10.9 µM]	3%	-1.3%	16%
CCOC(=O)N1CCC(N2CCN(S(=O)(=O)c3ccc(NC(C)=O)cc3)CC2)CC1	·	-11%	?	-2%
